RAM network inh: inhibitors of the yeast RAM network, primary screen, dse1pr::URA3 reporter, 5-FOA selection | S. cerevisiae dse1pr::URA3 reporter, 5-FOA growth OD615, 2 d; analog-sensitive cbk1-as2 kinase mutant strain | inhibition, % at 50 µM | AID 868, 2007 | actives 1.8% (n = 190,000);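 active = inhibition above a set limit, 3 SD over mean compound inhibition, cut at about 8.4% in these data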;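 note: 0% = DMSO-only wells with no growth and 100% = 10 µM 1-NA-PP1 full growth; inhibition rescues growth on 5-FOA so higher OD means more RAM inhibition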
PPARg SRC-2 ag: agonists of PPARg-SRC-2 recruitment, primary screen, biochemical, HTS | activation, % at 8 µM | actives 0.34% (n = 200,000) | PPARgamma LBD-SRC-2 recruitment; in the data active = activation above about 22%;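 note: 0% = vehicle and 100% = reference agonist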
STAT3 blocker: IL-6 driven STAT3 reporter inhibitors, primary screen, U3A cells, luciferase, luminescence, MLSCN library; actives 0.89% (n = 190,000); inhibition, % at 5.5 µM; IL-6 STAT3-luciferase reporter; host cell line lacks STAT1;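 active = inhibition above the mean inhibition across all screened compounds plus 3 SD, cut at about 44% in these data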;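 note: 0% = DMSO only wells and 100% = 100 µM nifuroxazide control wells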
STAT3 activator: IL-6 driven STAT3 reporter potentiators, primary screen, U3A cells, luciferase, luminescence, MLSCN library; IL-6 STAT3-luciferase reporter; 100% = signal with IL-6 EC80 alone; activation (% of control), % at 5.6 µM; actives 0.91% (n = 190,000); AID 871, 2007;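 active = activation above the screen-wide mean of compound activation plus 3 SD, cut at about 130% in these data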;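 note: 0% = background luminescence of wells with medium and substrate only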
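Material: human STAT1-deficient U3A cells with stable STAT3-luciferase reporter / Probe or stimulus: IL-6 stimulus at 33 ng/mL final / Schedule: 1 h compound pre-exposure, 6 h IL-6 stimulation, 37 °C / Technique: luminescence / Read-out basis: percent of IL-6-only median luminescence / Control set: IL-6-only high control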
ROMK mod: ROMK potassium channel modulators, primary screen, cell-based, thallium flux, MLSMR library; ATP-sensitive inward rectifier potassium channel 1 (Homo sapiens), P48048; Tet-inducible ROMK, thallium flux fluorescence; actives lie on both sides; B-score at 10 µM; actives 2% (n = 130,000);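 active = signal ratio slope over the read window, or its plate-corrected B-score, at least 3 SD from the plate mean, either direction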;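 note: B-score of the F/F0 ratio slope over 7 to 12 s after thallium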
SRC2 TRFRET art: TR-FRET signal artefacts, primary screen, artefact control for PPARgamma SRC-2 agonist project, biochemical; TR-FRET artefact counter-screen; hits give high values; TR-FRET ratio at 8 µM; actives 0.4% (n = 200,000); AID 1049, 2008; in the data active = TR-FRET ratio above about 2000; note: inactives centre near 1500
S1P3 antagonist: S1P3 receptor antagonists, primary screen, cell-based. inhibition, % at 4.98 µM. actives 0.27% (n = 170,000). CHO S1P3 NFAT-BLA reporter, FRET fluorescence, antagonist mode. Sphingosine 1-phosphate receptor 3 (Homo sapiens), Q99500;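 active = inhibition above the plate cutoff, the mean inhibition of test wells on that plate plus 3 SD, cut at about 28% in these data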;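 note: cells challenged with S1P at its EC80 of 0.8 µM; blue over green emission ratio from cleaved BLA substrate after 4 h stimulation; 0% = S1P-stimulated wells and 100% = unstimulated DMSO-only wells; some compounds past the cut are filed as inactive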
TLR4 MyD88 comp: inhibitors of TLR4-MyD88 association in cells, primary screen, cell-based, HeLa CL3-4, BLA complementation, FRET ratio; HeLa CL3-4 TLR4/MyD88 BLA complementation; inhibition, % at 8.4 µM; AID 861, 2007; actives 0.18% (n = 200,000); in the data active = inhibition above about 25%;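 note: 0% = vehicle and 100% = reference inhibitor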
Target sequence (O00206 whole entry, looked up): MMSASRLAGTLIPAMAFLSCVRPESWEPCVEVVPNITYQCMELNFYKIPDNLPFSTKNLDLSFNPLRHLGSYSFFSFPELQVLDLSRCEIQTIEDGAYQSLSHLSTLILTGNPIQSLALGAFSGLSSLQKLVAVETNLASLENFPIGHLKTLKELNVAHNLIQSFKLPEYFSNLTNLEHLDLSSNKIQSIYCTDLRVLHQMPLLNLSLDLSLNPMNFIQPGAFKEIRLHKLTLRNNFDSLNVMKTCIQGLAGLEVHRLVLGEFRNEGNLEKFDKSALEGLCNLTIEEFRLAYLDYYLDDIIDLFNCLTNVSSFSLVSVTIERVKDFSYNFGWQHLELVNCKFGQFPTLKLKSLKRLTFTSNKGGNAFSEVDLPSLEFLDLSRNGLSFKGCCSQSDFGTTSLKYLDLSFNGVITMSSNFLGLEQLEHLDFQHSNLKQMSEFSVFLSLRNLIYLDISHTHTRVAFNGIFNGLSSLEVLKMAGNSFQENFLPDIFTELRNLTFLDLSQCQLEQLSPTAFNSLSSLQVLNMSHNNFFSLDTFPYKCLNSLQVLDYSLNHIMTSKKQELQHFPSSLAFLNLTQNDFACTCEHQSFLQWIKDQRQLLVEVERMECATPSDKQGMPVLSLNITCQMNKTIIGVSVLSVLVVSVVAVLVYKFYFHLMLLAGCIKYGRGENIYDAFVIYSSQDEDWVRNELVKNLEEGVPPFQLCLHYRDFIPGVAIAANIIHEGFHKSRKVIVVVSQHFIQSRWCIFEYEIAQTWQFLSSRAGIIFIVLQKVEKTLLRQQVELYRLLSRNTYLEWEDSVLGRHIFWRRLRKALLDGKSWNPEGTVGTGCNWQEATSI
Target sequence (Q99836 whole entry, looked up): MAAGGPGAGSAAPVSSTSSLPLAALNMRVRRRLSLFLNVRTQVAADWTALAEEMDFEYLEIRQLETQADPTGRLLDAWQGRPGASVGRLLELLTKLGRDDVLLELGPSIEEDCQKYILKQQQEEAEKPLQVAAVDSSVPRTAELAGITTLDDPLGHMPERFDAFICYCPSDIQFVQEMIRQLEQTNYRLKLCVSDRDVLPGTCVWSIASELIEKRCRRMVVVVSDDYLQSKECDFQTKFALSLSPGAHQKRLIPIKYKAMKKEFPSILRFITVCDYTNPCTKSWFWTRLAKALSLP
PPARg SRC1 recr: PPARgamma agonists recruiting SRC-1 coactivator, primary screen, biochemical; AID 631, 2007; PPARgamma-SRC-1 coactivator recruitment biochemical assay; activation, % at 8 µM; actives 0.41% (n = 200,000); Peroxisome proliferator-activated receptor gamma (Homo sapiens), P37231; in the data active = activation above about 19%;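 note: 0% = DMSO and 100% = reference agonist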
PPARg SRC-3 ag: PPARgamma agonists recruiting SRC-3 coactivator, primary screen, biochemical | biochemical PPARgamma/SRC-3 coactivator recruitment assay | actives 0.26% (n = 200,000) | activation, % at 8 µM; in the data active = activation above about 23%;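 note: 0% = DMSO and 100% = reference agonist; some compounds past the cut are filed as inactive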
STAT1 blocker: STAT1 signaling inhibitors, primary screen, cell-based, HTS, luciferase reporter. NIH 3T3 STAT1-luciferase reporter, IFN-gamma, luminescence. inhibition, % at 5.5 µM. actives 0.35% (n = 200,000);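 active = inhibition above a set limit, the mean inhibition across all tested compounds plus 3 SD, cut at about 34% in these data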;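 note: 0% = IFN-gamma with DMSO and 100% = IFN-gamma with 300 µM nifuroxazide; values of inactives mirror those of a sister screen read the other way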
* = called active by the depositor; / = not tested or not shown.

structure	PPARg SRC1 recr	STAT3 activator	STAT1 blocker	PPARg SRC-3 ag	SRC2 TRFRET art	S1P3 antagonist	PPARg SRC-2 ag	STAT3 blocker	TLR4 MyD88 comp	RAM network inh	ROMK mod
CCOC(=O)C1=C(C)NC(C)=C(C(=O)OCC)C1C(=O)OCC(=O)NC(C)C	-5	101	-2	-7	1594	/	2	-1	1	0.9	0.053
CC(Oc1ccc(Cl)cc1Cl)c1ccnc2nc(N3CCOCC3)nn12 (stereo unspecified)	3	102	-4	-1	1292	-5	-5	2	16	-1.7	-1.3
Cc1ccc(OCCNc2cc(N3CCN(CCO)CC3)ccc2[N+](=O)[O-])cc1C	5	109	-2	1	1418	6	-2	-5	3	0.1	0.31
CCOC(=O)c1c(C)c(C(=O)NCc2ccco2)c(C)n1Cc1ccccc1	7	97	4	-7	1361	8	4	9	-8	3.8	-1.3
COc1cc2c(cc1C1NC(=S)NC(C)=C1C(N)=O)CCCC2 (stereo unspecified)	-3	74	17	0	1527	-14	-3	35	-1	0.1	0.44
COc1ccc(C2CC(c3ccccc3)=NN2C(=O)COC(=O)C2CC2)cc1 (stereo unspecified)	8	100	-2	-1	1529	2	0	4	-2	6.9	-0.017
O=C(O)CCCN=CC1=C(O)CNC1=O	4	107	0	-3	1336	2	-4	-7	-2	2.6	0.61
N#CC(C(=O)NC1CCCCC1)=C1CCCCC1	-3	107	5	1	1462	-6	0	-8	3	1.0	0.21
Nc1nc(N)nc(-c2ccccc2O)n1	2	105	-20	15	1598	/	11	-1	-9	-1.1	/
CC(C)OC(=O)CN1CCN(S(=O)(=O)c2cc(Cl)ccc2Cl)CC1	-7	104	2	-1	1415	-43	-2	0	-23	2.3	-0.17
CCOC(=O)COc1ccc(Br)cc1C1NC(=O)NC(C)=C1C(=O)NCc1ccccc1 (stereo unspecified)	7	99	5	15	1553	/	1	5	8	0.3	/
Nc1ncnc(Oc2cccc3cccnc23)c1[N+](=O)[O-]	1	104	6	1	1531	2	1	2	1	1.3	1.1
Cc1nn(Cc2ccccc2)c(C)c1C(=O)NCCN1C(=O)S/C(=C\c2ccc(F)cc2)C1=O	4	105	-3	9	1604	-3	1	-2	13	2.1	0.4
CCn1c(O)c(N=NC(=O)CNC(=O)/C=C/c2ccco2)c2ccccc21	2	100	5	4	1627	/	3	4	-5	-1.4	/
Cc1cc(Cl)c(S(=O)(=O)N2CCCC2)cc1OCC(N)=O	-1	95	4	-1	1461	3	3	12	16	0.9	0.042
Cc1cc(NC(=O)COc2nnc(-c3ccccc3)c3ccccc23)no1	12	98	3	-2	1665	-19	3	7	4	4.0	/
O=C(O)c1ccc(N(c2ccccc2)c2ccccc2)cc1	4	98	5	-3	1480	/	5	6	9	2.0	/
COc1cc2c(cc1OC)C(C)N(C(C)=O)CC2 (stereo unspecified)	5	113	0	-1	1728	/	13	-13	-11	1.1	0.096
C[C@@]12CC(=O)NC1N(C(=O)c1ccccc1)C(c1ccccc1OC(=O)c1ccccc1)C2 (stereo partly specified)	0	99	-9	-1	1456	/	6	6	15	0.9	-0.45
CC(C)Nc1nc2n(c(=O)n1)CCN2C(C)C	-7	95	-3	2	1430	-46	9	9	-6	1.3	/
CCOC(=O)N1CCN(C(=O)CN(c2cccc(C(F)(F)F)c2)S(=O)(=O)c2ccccc2)CC1	13	104	4	0	1450	8	1	-2	-1	0.8	-0.25
CC(C)Oc1ccc(OCCCN2CCCCCC2)cc1	0	106	-8	5	1322	/	-6	-6	6	0.0	-0.39
CCC(=O)NCc1c(C)c(C)n(Cc2ccccc2)c1-n1cccc1	-2	103	1	-1	1679	7	2	-1	-20	1.0	-0.25
O=C(C1CC1)N1CCN(C(c2ccccc2)c2ccccc2)CC1	-4	100	1	6	1476	/	8	5	-8	1.7	-0.63
Cc1ccc(S(=O)(=O)NCC2CCC(C(=O)NCc3cccnc3)CC2)cc1 (stereo unspecified)	-3	104	-2	0	1537	-5	-5	-2	9	-0.5	/
S=C(NC1CCCCC1)N1CCN(C2CCCCC2)CC1	-6	95	-5	-3	1633	-23	-7	12	-25	-0.9	-2.8
COC(=O)c1ccc([N+](=O)[O-])cc1N1C(=O)C2C3CCC(C3)C2C1=O (stereo unspecified)	2	102	0	3	1521	1	3	0	-2	0.8	0.38
CCOC(=O)c1c(C)cc(=O)oc1C	3	94	-1	8	1631	/	7	11	-3	1.7	/
CNc1ccccc(C(=O)/C=C/c2ccccc2OC)c1=O	11	103	7	6	1439	7	5	1	10	1.0	-1.6
CCOCN(C(=O)Cn1c(CO)nc2ccccc21)c1c(C)cccc1CC	8	105	4	-1	1682	3	-3	-3	0	2.0	-0.17
O=C(NC1(C(=O)NC2CCCCC2)CCCCC1)c1ccc2c(c1)OCO2	1	96	11	-5	1593	/	1	10	1	4.5	/
O=S(=O)(Nc1ncccn1)c1ccc(-n2cnnn2)cc1	2	107	-5	-1	1486	-1	-11	-3	-14	0.1	-0.7
Cc1nn(-c2ccccc2)c(Cl)c1/C=N/NC(=O)c1cccnc1	5	100	1	7	1760	-13	16	-3	-5	1.2	0.084
CCN(CC)C(=O)c1ccc2c(c1)nnn2C	5	101	0	4	1577	-13	4	3	-2	0.5	-0.21
Cc1c(CN2CCN(c3cccc(C(F)(F)F)c3)CC2)c(=O)n(-c2ccccc2)n1C	2	92	1	4	1646	-27	1	11	-5	3.4	-1.6
O=C(COc1ccccc1F)N1CCc2ccccc2C1	4	93	-19	4	1554	-5	3	11	-9	0.0	0.1
Cc1cccc(OCC(=O)NNC(=O)c2cc3ccccc3oc2=O)c1	2	100	-3	-1	1509	/	5	0	-7	1.8	0.72
CCCCN(CCCNC(=O)c1c(C)cc(=O)oc1C)c1ccccc1	8	99	8	-3	1447	/	6	5	-11	1.1	/
Cc1nn(-c2cccc(Cl)c2)c2c1C(c1cccnc1)C(C#N)=C(N)O2 (stereo unspecified)	8	101	5	4	1537	-14	5	5	1	0.6	/
CCOC(=O)c1c(NC(=O)COc2ccccc2)sc2c1CC(C)(C)NC2(C)C	-1	107	2	-5	1520	1	-4	-3	0	-0.7	-0.052
Cc1cccn2cc(-c3ccccc3)nc12	0	93	-41	-10	1415	10	3	14	-15	2.4	/
Cc1ccc(N2C(=O)C3C4CC(=O)C(c5ccccc54)C3C2=O)cc1C (stereo unspecified)	5	99	-1	5	1631	5	9	-3	-4	2.1	/

An excerpt of these results, with two lines to a compound:
Under each structure – PPARg SRC1 recr | STAT3 activator | STAT1 blocker | PPARg SRC-3 ag | SRC2 TRFRET art | S1P3 antagonist | PPARg SRC-2 ag | STAT3 blocker | TLR4 MyD88 comp | RAM network inh | ROMK mod
> CCN(CC)C(=O)c1ccc2c(c1)nnn2C
    5 | 101 | 0 | 4 | 1577 | -13 | 4 | 3 | -2 | 0.5 | -0.21
> Cc1c(CN2CCN(c3cccc(C(F)(F)F)c3)CC2)c(=O)n(-c2ccccc2)n1C
    2 | 92 | 1 | 4 | 1646 | -27 | 1 | 11 | -5 | 3.4 | -1.6
> O=C(COc1ccccc1F)N1CCc2ccccc2C1
    4 | 93 | -19 | 4 | 1554 | -5 | 3 | 11 | -9 | 0.0 | 0.1
> Cc1cccc(OCC(=O)NNC(=O)c2cc3ccccc3oc2=O)c1
    2 | 100 | -3 | -1 | 1509 | / | 5 | 0 | -7 | 1.8 | 0.72
> CCCCN(CCCNC(=O)c1c(C)cc(=O)oc1C)c1ccccc1
    8 | 99 | 8 | -3 | 1447 | / | 6 | 5 | -11 | 1.1 | /
> Cc1nn(-c2cccc(Cl)c2)c2c1C(c1cccnc1)C(C#N)=C(N)O2 (stereo unspecified)
    8 | 101 | 5 | 4 | 1537 | -14 | 5 | 5 | 1 | 0.6 | /
> CCOC(=O)c1c(NC(=O)COc2ccccc2)sc2c1CC(C)(C)NC2(C)C
    -1 | 107 | 2 | -5 | 1520 | 1 | -4 | -3 | 0 | -0.7 | -0.052
> Cc1cccn2cc(-c3ccccc3)nc12
    0 | 93 | -41 | -10 | 1415 | 10 | 3 | 14 | -15 | 2.4 | /
> Cc1ccc(N2C(=O)C3C4CC(=O)C(c5ccccc54)C3C2=O)cc1C (stereo unspecified)
    5 | 99 | -1 | 5 | 1631 | 5 | 9 | -3 | -4 | 2.1 | /
